Screens from PubChem.
aGlu spleen mod = qHTS Assay for Inhibitors and Activators of Human alpha-Glucosidase From Spleen Homogenate; Lysosomal alpha-glucosidase (Homo sapiens), P10253; human spleen homogenate, 4-MU-alpha-glucoside fluorescence; Potency, µM (titrated, usually from 79.9 µM), for the others: top-dose activity change, negative = inhibition, usual class: inhibitors; actives 0.006% (n = 240,000); AID 2112, 2009;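 further: 0% = enzyme with vehicle and -100% = no enzyme basal signal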
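Compounds were titrated against alpha-glucosidase in spleen homogenate at pH 5.0, with 1 mM 4-methylumbelliferyl substrate for 40 min at 37 C. Reactions were quenched with pH 10 NaOH/glycine and fluorescence measured.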
GAA inh = qHTS Assay for Inhibitors of Human alpha-Glucosidase as a Potential Chaperone Treatment of Pompe Disease; Lysosomal alpha-glucosidase (Homo sapiens), P10253; purified human GAA, 4-MU-alpha-glucoside fluorescence; Potency, µM (top dose mostly 76.9 µM), inactives show top-dose activity change, negative = inhibition, most hits filed as inhibitors; actives 0.005% (n = 200,000);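 further: plate controls were uninhibited enzyme wells for no effect and no-enzyme background for full effect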
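Fluorescence at Ex 365/Em 440 nm from 4-methylumbelliferone reported enzyme activity after 20 min at room temperature. Reactions used 4 nM enzyme and 400 uM substrate at pH 5.0; curves fitted with the Hill equation.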
GAA glycogen mod = qHTS Assay for Inhibitors and Activators of Human alpha-Glucosidase Cleavage of Glycogen | recombinant GAA, glycogen substrate, Amplex Red glucose oxidase fluorescence | AID 2100, 2009 | actives 0.38% (n = 300,000) | Potency, µM (titrated, usually from 76.4 µM), without a hit: top-dose activity change, negative = inhibition, most hits filed as inhibitors;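 further: 0% = full enzyme reaction and -100% = no-enzyme basal signal; the screen sought inhibitors and activators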
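Recombinant human enzyme (4 nM); glycogen substrate; 37 C, 40 min, pH 5.0. Readout: coupled glucose oxidase/Amplex Red fluorescence.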
RGS12 GoLoco inh = qHTS Assay for Inhibitors of RGS12 GoLoco Motif Activity (Red Fluorophore) | Potency, µM (titrated, usually from 61.6 µM), for inactives: top-dose activity, negative = inhibition, most hits filed as inhibitors | AID 880, 2007 | Gai1:RGS12 GoLoco peptide FP, rhodamine, 10 min | actives 0.44% (n = 230,000) | Guanine nucleotide-binding protein G(i) subunit alpha-1 (Homo sapiens), P63096; active means well fitted inhibition curve with a large enough effect, not every such curve was filed as active; inactive means no such curve, though single readings can be large or run the other way; further: on the % scale 0 is the no-effect control and ±100 the full control effect; nearly all actives have a fitted effect of over 30% in size; many of its hits are not listed in these tables
Target sequence (P63096 whole entry, looked up): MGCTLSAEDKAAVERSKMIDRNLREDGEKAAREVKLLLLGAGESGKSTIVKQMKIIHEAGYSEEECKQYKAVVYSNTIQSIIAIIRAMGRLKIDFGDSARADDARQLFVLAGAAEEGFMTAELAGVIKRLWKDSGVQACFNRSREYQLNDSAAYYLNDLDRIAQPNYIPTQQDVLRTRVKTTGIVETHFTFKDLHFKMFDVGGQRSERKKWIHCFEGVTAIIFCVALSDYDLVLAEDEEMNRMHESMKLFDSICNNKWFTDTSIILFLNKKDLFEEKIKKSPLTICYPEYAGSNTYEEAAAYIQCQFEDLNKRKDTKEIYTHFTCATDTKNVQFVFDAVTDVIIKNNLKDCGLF
HTT cytoprotect = qHTS Multiplex Assay to Identify Dual Action Probes in a Cell Model of Huntington: Cytoprotection (ATP). AID 1471, 2008. actives 0.14% (n = 230,000). Potency, µM (top dose mostly 56.4 µM), without a hit: cytoprotection (ATP increase), hits mostly activators. PC12 HTT-Q103 induced, cytoprotection, ATP luminescence, 40 h;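 further: % of control where 0% means no effect; nearly all actives have a fitted effect of over 45% in size; toxic huntingtin expression switched on by the ecdysone agonist tebufenozide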
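ATP quantification (ATPlite) reports survival of PC12 cells in which tebufenozide, 100 nM final, switches on Htt exon 1 with 103 glutamines linked to GFP; compounds are titrated.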
IMPase Li cell = qHTS Assay for Identifying the Cell-Membrane Permeable IMPase Inhibitors: Potentiation with Lithium. CHO-M1 cells, IP1 TR-FRET (IP-One), carbachol + lithium. Potency, µM (titrated, usually from 59.4 µM), inactives show at the highest dose activity, negative = IMPase inhibition, hits mostly inhibitors. actives 0.35% (n = 210,000);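 further: IP1 builds up when IMPase is blocked and the TR-FRET signal falls; plate controls were basal vehicle for no effect and high inhibitor control for full effect; nearly all actives have a fitted effect of over 50% in size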
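Readout is a homogeneous TR-FRET IP1 immunoassay (Ex 320, Em 665 and 620), where raised cytosolic IP1 lowers signal. Cells were CHO-M1 treated 30 min at 37C with test compounds plus a little lithium; AC50 values came from Hill-equation fitting.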
HttQ103 aggreg = qHTS Multiplex Assay to Identify Dual Action Probes in a Cell Model of Huntington: Aggregate Formation (GFP); Potency, µM (series often up to 46.1 µM), for inactives: at the top dose activity change, negative = inhibition, actives largely listed as inhibitors; actives 1.1% (n = 220,000); PC12 HttQ103-GFP aggregates, Acumen cytometry, 40 h; further: on the % scale 0 is the no-effect control and ±100 the full control effect; nearly all actives have a fitted effect of over 60% in size
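Steps: seed 1500 PC12 HTTQ103-GFP cells/well; add tebufenozide, 100 nM final; add compound titration; add ATPLite reagent; quantify GFP aggregates by laser scanning cytometry.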
* marks the source's active call; other numbers are inactive results; ? = inconclusive; / = not tested or not shown; & = joins results of further samples; [ ] = dose if it differs, or a comment. Unless noted, the call rests on the fitted dose curve; in most records, active means well fitted curve in the direction sought with a large enough effect; inconclusive means small, poorly fitted or top-dose-only effect, or another doubt; inactive means no such curve, though single readings can be large; an effect the other way counts as inactive or inconclusive. Potency means the concentration at half of the fitted maximal effect. Only part of the results is shown; rates above refer to the full screens.

1	COC(=O)C1=C(N)Oc2cc(C)[nH]c(=O)c2C1c1cccnc1 (configuration not stated)
2	O=C(OCc1ccc(Cl)cc1Cl)c1ccncc1
3	CN(C)c1ccc(NC(=O)CN2C(=O)CC(c3ccccc3)=Nc3ccccc32)cc1
4	CCOC(=O)c1c(C)[nH]c(C2=NNC(=Nc3ccc(OCC)cc3)SC2)c1C
5	COc1ccc2[nH]cc(CCNS(=O)(=O)Cc3ccccc3)c2c1
6	O=C(CN1CCCN(S(=O)(=O)c2ccc(Br)cc2)CC1)Nc1ccc2c(c1)OCO2
7	CCOc1ccc(NC(=O)c2cc3cc4ccc(OC)cc4nc3o2)cc1
8	Cc1ccc(C(C)C)c(OCC(O)CN2CCOCC2)c1 (configuration not stated)
screen / no.	1	2	3	4	5	6	7	8
aGlu spleen mod	-4%	-4%	-10%	-18%	3%	-9%	-3%	-1%
GAA inh	6%	-9%	4%	-8%	3%	-3%	10%	1%
GAA glycogen mod	8%	-5%	11%	1%	-4%	-9%	4%	5%
RGS12 GoLoco inh	6%	1%	-15%	9%	10%	10%	18%	0%
HTT cytoprotect	-5%	-5%	-21%[10 µM]	26%[10 µM]	18%[10 µM]	25%[1.9 µM]	11%	-7%
IMPase Li cell	4%[38.3 µM]	10%[38.3 µM]	10%[38.3 µM]	1%	5%	17%	-3%[38.3 µM]	-9%[38.3 µM]
HttQ103 aggreg	13%	8%	2%	-22%	10%[9.22 µM]	11%	-8%[9.22 µM]	-11%

9	CC(C)NC(=O)CN1CCC(c2ccccc2)C(O)C1 (configuration not stated)
10	OCCC1CN(Cc2ccc(Oc3ncccn3)cc2)CCN1CCc1ccccc1 (configuration not stated)
11	CCOC(=O)CCCNC(=O)CSc1nc2ccc(OCC)cc2[nH]1
12	Cc1ccc(NC(=O)CN2CCCCCC2)cc1Br
13	COc1ccc(Br)cc1CNC(=O)CCc1nc(-c2ccccc2F)no1
14	CCOc1cc(N2CCOCC2)c(OCC)cc1NC(=O)CN1C(=O)NC(CC(C)C)C1=O (configuration not stated)
15	Cc1cc(NC(=O)CN2CCN(S(=O)(=O)c3ccc(Cl)cc3)CC2)no1
16	COc1ccccc1Nc1nc(-c2ccc3c(c2)NC(=O)CO3)cs1
screen / no.	9	10	11	12	13	14	15	16
aGlu spleen mod	1%	4%	0%	-3%	-4%	-11%	-4%	-8%
GAA inh	?	-4%	-3%	-6%	-5%	2%	-6%	9%
GAA glycogen mod	11%	8%	3%	0%	9%	2%	1%	-14%
RGS12 GoLoco inh	12%	9%	8%	-12%	18%	-2%	8%	4%
HTT cytoprotect	?	24%[10 µM]	-5%	-37%	-19%	-21%[10 µM]	1%	-36%
IMPase Li cell	12%	12%	-3%	6%	1%[38.3 µM]	3%	17%[38.3 µM]	25%
HttQ103 aggreg	?	12%[9.22 µM]	2%	20%	-22%	5%	12%	8%

17	CCNc1nc(NCC)nc(OCCOC(=O)COc2ccc(Cl)cc2Cl)n1
18	Cc1cnc2cc(Cl)c(Cl)cc2n1
19	COc1cc(C2NC(C(=O)O)Cc3c2[nH]c2ccccc32)cc(OC)c1OC (configuration not stated)
20	O=C(N/N=C/c1oc(O)c2ccccc12)c1ccccc1
21	CC(=O)n1cc([C@@H]2C=C(C(=O)NCc3ccccc3)O[C@H](OCc3ccc(CO)cc3)C2)c2ccccc21
22	Cc1ccccc1Nc1c(-c2ccncc2)nc2ccc(Cl)cn12
23	CN(C)CCNc1ccc(Cl)cc1[N+](=O)[O-]
24	COc1cc2c(cc1OC)CN(c1nc(CN3CCCC3)nc3sc(C)c(C)c13)CC2
screen / no.	17	18	19	20	21	22	23	24
aGlu spleen mod	-5%	-4%	5%[17.4 µM]	/	4%	-5%	-1%	0%
GAA inh	-7%	-3%	4%	2%	/	-18%	-8%	-2%
GAA glycogen mod	-1%	-7%	-5%	-12%	4%	?	17%	?
RGS12 GoLoco inh	6%	-2%	1%	-18%	158%[activator]	6%	13%	24%
HTT cytoprotect	6%[10 µM]	-9%[10 µM]	-4%[10 µM]	28%[10 µM]	-45%[10 µM]	-65%[inhibitor]	1%[10 µM]	4%[10 µM]
IMPase Li cell	-3%	-5%	21%[38.3 µM]	-6%	/	8%	29%	18%
HttQ103 aggreg	3%	4%	4%	9%	28%[9.22 µM]	-1%	-3%	13%

25	COc1ccc(-c2cc(=O)c3ccc(F)cc3[nH]2)cc1
26	COc1cc2nc(CN3CCN(S(=O)(=O)c4ccc(C)c(C)c4)CC3)[nH]c(=O)c2cc1OC
27	CCOc1c(Br)cc(C2NS(=O)(=O)N=C3CCCCCN32)cc1OC (configuration not stated)
28	Cc1noc(C)c1S(=O)(=O)N1CCC(C(=O)N2CCN(C(=O)c3ccco3)CC2)CC1
29	O=C(COC(=O)c1ccc(Cl)nc1)Nc1ncc(Cl)cc1Cl
30	O=C(NC1CC2CCCC(C1)N2C(=O)Nc1ccc(Cl)c(C(F)(F)F)c1)C1CC1 (configuration not stated)
31	Cc1cccc(C)c1NC(=O)C(C)c1ccc(-c2ccccc2)c(F)c1 (configuration not stated)
32	CCOCC(=O)Nc1sc2c(c1C(=O)OCC)CCCC2
screen / no.	25	26	27	28	29	30	31	32
aGlu spleen mod	-2%[119 µM]	-6%	4%	6%	-15%	-8%	-10%	-4%
GAA inh	/	-9%	-7%	-2%	0%	-3%	-11%	-12%
GAA glycogen mod	/	12%	-12%	8%	5%	4%	0%	-6%
RGS12 GoLoco inh	6%[88.7 µM]	6%	-2%	-11%	34%[activator]	7%	-14%	11%
HTT cytoprotect	-23%[96.6 µM]	-12%	-22%[10 µM]	4%[10 µM]	16%	0%	-29%	4%[10 µM]
IMPase Li cell	-24%	?	-14%[38.3 µM]	17%[38.3 µM]	2%	3%[38.3 µM]	0%[38.3 µM]	10%
HttQ103 aggreg	/	30%	8%	6%	14%	2%	18µM*	-5%

Retrieved by structure from the entries so far:
31	Cc1cccc(C)c1NC(=O)C(C)c1ccc(-c2ccccc2)c(F)c1 (configuration not stated)
28	Cc1noc(C)c1S(=O)(=O)N1CCC(C(=O)N2CCN(C(=O)c3ccco3)CC2)CC1
25	COc1ccc(-c2cc(=O)c3ccc(F)cc3[nH]2)cc1
screen / no.	31	28	25
aGlu spleen mod	-10%	6%	-2%[119 µM]
GAA inh	-11%	-2%	/
GAA glycogen mod	0%	8%	/
RGS12 GoLoco inh	-14%	-11%	6%[88.7 µM]
HTT cytoprotect	-29%	4%[10 µM]	-23%[96.6 µM]
IMPase Li cell	0%[38.3 µM]	17%[38.3 µM]	-24%
HttQ103 aggreg	18µM*	6%	/

(more compounds)
33	O=c1oc(-c2ccccc2[N+](=O)[O-])nc2ccccc12
34	CC(C)C1NC(=S)N(C2CCCCC2)C1=O (configuration not stated)
35	O=C(CSc1ncnc2scc(-c3ccc(Cl)cc3)c12)NCc1ccc2c(c1)OCO2
36	COC(=O)N1C(C)=Cc2ccccc2C1C/C(C)=C/C(C)=O (configuration not stated)
37	Nn1c(-c2ccco2)n[nH]c1=S
38	COc1cccc(CNC(=O)C2CCCN(S(=O)(=O)c3cccc4nonc34)C2)c1 (configuration not stated)
39	Nn1c(SC/C=C/c2ccccc2)nnc1-c1ccncc1
40	COc1cc(C(=O)Nc2ccc3c(c2)C(=O)c2ccccc2C3=O)cc(OC)c1OC
screen / no.	33	34	35	36	37	38	39	40
aGlu spleen mod	-10%	-14%	6%	-4%	0%	0%	-2%	-11%
GAA inh	-3%	-1%	-6%	/	-3%	0%	-4%	?
GAA glycogen mod	-9%	6%	3%	/	-25%	-1%	4%	-2%
RGS12 GoLoco inh	12%	2%	10%	-4%	6%	8%	5%	5%
HTT cytoprotect	6%[10 µM]	/	28%[10 µM]	-7%	8%	-7%	14%	-19%[10 µM]
IMPase Li cell	-3%	-2%	12%	18%&6%	6%[38.3 µM]	27%[38.3 µM]	-5%[38.3 µM]	0%
HttQ103 aggreg	-19%	23%	-7%	/	-18%[9.22 µM]	9%[1.84 µM]	4%	-1%

(cont.)
Order of results – aGlu spleen mod | GAA inh | GAA glycogen mod | RGS12 GoLoco inh | HTT cytoprotect | IMPase Li cell | HttQ103 aggreg
41) O=C(c1cn(-c2ccccc2)nc1-c1ccc(F)cc1)N1CCOCC1
  5% | -1% | -2% | -19% | -7% | 10%[38.3 µM] | 11%
42) CCc1ccc(S(=O)(=O)N(C(=O)c2ccncc2)c2ccc(OC(=O)c3ccncc3)cc2)cc1
  -18% | 8% | 7% | 7% | 11%[10 µM] | 2% | 19%
43) COC(=O)c1[nH]c2ccccc2c1NC(=O)CN1CCN(C(=O)c2ccco2)CC1
  -11% | 3% | -3% | 1% | -23%[0.074 µM] | -9%[38.3 µM] | -2%
44) CSc1nc2ccc(NC(=O)C3CC(=O)N(Cc4ccccc4)C3)cc2s1 (configuration not stated)
  -1% | -5% | 2% | 4% | -27% | 1%[38.3 µM] | 22%
45) Cc1ccc(S(=O)(=O)/C(C#N)=C/c2c[nH]c3ccccc23)cc1
  1% | ? | 0% | 16% | -13% | 36%[activator][38.3 µM] | -14%
46) COc1ccc(-c2[nH]c(-c3ccccc3)nc2SCC(=O)Nc2nccs2)cc1
  -7% | ? | -10% | -19% | / | -1% | 12%
47) CCCCNc1nc2ccccc2n1CC(=O)N1CCc2ccccc2C1
  -4% | 3% | -2% | -13% | -29% | 6%[38.3 µM] | -4%
48) Cc1ccc(-c2nn(-c3ccccc3)cc2/C=C/C(=O)Nc2nccs2)cc1
  2% | ? | -8% | 9% | -10%[10 µM] | 17% | 19%
49) CN1C(N)=NC(=O)/C1=C/c1ccc(OC(F)(F)F)cc1
  / | -4% | -4% | 3% | -2% | 4% | -2%
50) Cc1nn(C(C)C(=O)NCc2ccccc2)c(C)c1[N+](=O)[O-] (configuration not stated)
  0% | -4% | 1% | -1% | 16% | 0%[38.3 µM] | -5%
51) CCOc1cc2c3c(c1)C1(C(=O)N3C(C)(C)C=C2C)C(C#N)=C(N)Oc2cc(O)ccc21 (configuration not stated)
  3% | -4% | -17% | -19% | 33% | -3%[38.3 µM] | ?
52) CCC(C)(C)NC(=O)c1ccc(S(=O)(=O)N2CCCCCC2)cc1
  1% | -6% | -2% | 4% | / | 6% | ?
